Pf Dd2 growth: Plasmodium falciparum Dd2 growth inhibition; P. falciparum Dd2 growth, SYBR Green, 72 h; Potency, µM (doses to about 28.9 µM), for inactives: at the highest dose activity, negative = inhibition, hits mostly inhibitors; 120,000 tested, 4.3% active; AID 1347417; active = well fitted inhibition curve with a large enough effect; inconclusive = small, poorly fitted or top-dose-only effect; inactive = no such curve, though single readings can be large or run the other way;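 note: plate controls were DMSO vehicle for no effect and reference drug for full effect; nearly all actives have a fitted effect of over 65% in size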
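Readout: SYBR Green fluorescence, 485 nm excitation, 535 nm emission, after ~16 h lysis at 37C. Before that, Dd2-infected red cells (2.5% hematocrit) grew 72 h with compound, 29 uM top final concentration.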
Starred values were filed as active, the others as inactive; i = inactive; ? = inconclusive; [ ] = dose if it differs, or a comment. Potency is the fitted concentration of half-maximal effect. These rows are one share of the data. The share of hits here may be higher or lower than overall.

Sample of the layout, 3 compounds:
SMILES	Pf Dd2 growth
N#Cc1cccc(C(=O)N2CCC(n3cc(-c4nc(C5CC5)no4)nn3)C2)c1 (stereo unspecified)	-28%
CC[C@@]1(C(=O)O)C[C@H](C(=O)NC(CO)CO)[C@H](c2ccc(F)cc2)N1C	-12%
O=C(c1cc(F)ccc1Cl)N1C[C@@H](CO)[C@H](c2ccccn2)C1	16%

All compounds of this part, from the start:
SMILES	Pf Dd2 growth
N#Cc1cccc(C(=O)N2CCC(n3cc(-c4nc(C5CC5)no4)nn3)C2)c1 (stereo unspecified)	-28%
CC[C@@]1(C(=O)O)C[C@H](C(=O)NC(CO)CO)[C@H](c2ccc(F)cc2)N1C	-12%
O=C(c1cc(F)ccc1Cl)N1C[C@@H](CO)[C@H](c2ccccn2)C1	16%
COc1cccc(C(=O)NCC(c2ccc(N(C)C)cc2)N2CCc3ccccc32)c1 (stereo unspecified)	?
O=C(c1cc(-c2ccccc2)nc2ccccc12)N1CCc2c(nc[nH]c2=O)C1	-25%
COc1ccc(C(=O)N2CCC(Cc3nncn3C)C2)cc1 (stereo unspecified)	-9%
Cn1nccc1C(=O)N1CCC2(CC1)NCCc1c2[nH]c2ccccc12	?
Cc1ccc(C(=O)N2CC[C@@H]3COCCN(C)[C@@H]3C2)s1	-10%
CCOc1ccccc1NC(=O)C(=O)NCC(c1cccnc1)N1CCN(c2ccccc2)CC1 (stereo unspecified)	?
COc1ccc(C(=O)N[C@H]2CC[C@]3(C)CC[C@@H]4[C@H](OC(=O)[C@H]4C)[C@H]3[C@@H]2C)cc1	-4%[44.1 µM]
c1ccc(CC2=NOC3(CCN(Cc4c[nH]c5ccccc45)CC3)C2)cc1	13µM*
O=C(CCC1CCN(Cc2cn(-c3ccccc3)nn2)CC1)N1CCOCC1	-18%
Cc1ccc(S(=O)(=O)N2CCC(Oc3ncccc3C(=O)N3CCOCC3)C2)cc1C (stereo unspecified)	-24%
Cc1ncc2c(c1CNC(=O)c1ccccc1C1CCNC1)CCNC2 (stereo unspecified)	3%
CCN(CC)CCN(C(=O)c1ccco1)c1nc2ccc(Br)cc2s1	?
COC(=O)[C@@H]1Cc2c([nH]c3ccccc23)[C@H]2C[C@@H](N3CCOCC3)C[C@@H](c3ccc(C(F)(F)F)cc3)N21	?
Cc1cccc(OCC2(CNC(=O)c3cc(C)on3)C[C@@H](O)[C@@H](O)C2)n1 (stereo partly specified)	14%[44.1 µM]
CC1(COc2ccccc2)COc2ccc(C(=O)NC3CCC(O)CC3)cc2N1 (stereo unspecified)	-21%[44.1 µM]
CCNC(=O)N1CCC(c2noc(-c3cnccn3)n2)C1 (stereo unspecified)	i[5.79 µM]
CC(C)CN1CC[C@H]2COC(=O)N2c2cc(F)ccc2C1	i
CCOC(=O)c1c(C)oc2ncnc(Nc3cccc(C(F)(F)F)c3)c12	29%
O=C(Cc1ccc(Cl)cc1)N1CCN(C2CCN(Cc3ccccn3)C2=O)CC1 (stereo unspecified)	-5%
Cc1cc(C)c([S+](=O)([O-])c2nnn3c2nc(NC2CC2)c2ccccc23)c(C)c1	?
CCc1cccc(C)c1NC(=O)Cn1cccc1-c1nc(-c2ccc3c(c2)OCO3)no1	-11%
O=C(c1ccc(C(F)(F)F)cc1)N1CCC(c2nn(-c3ccc(F)cc3)c(=O)[nH]2)CC1	i
COc1ccc(-c2noc([C@@H]3C[C@H](NCc4ccc(S(C)(=O)=O)cc4)CN3C)n2)cc1	-13%
CN1CCc2c(sc3c2C(=O)NC(c2ccc(OC(=O)c4ccccc4)cc2)N3)C1 (stereo unspecified)	?
O=C1Nc2ccccc2CC12CCN(CC1CCCCC1)CC2	?
Cc1noc(C)c1Cn1cc2c3c(cccc31)[C@H](CC(C)C)N[C@H](C(=O)NCC1CC1)C2	?
O=C(CN1Cc2nc(OCc3ccc(F)cc3)ccc2OCC1=O)N1CCCC1	i
CN1CCC(NC[C@H]2Cn3c(-c4ccc(F)cc4)cnc3CO2)CC1	?
O=[S+]1([O-])NC2(CCN(CC3CCCCC3)CC2)COc2ccccc21	?
O=C1NCCN1C1CCN(Cc2cncs2)CC1	2%[44.1 µM]
CCOc1ccccc1CNc1ncnc2c1nc1n2CCCC1	3%
CN1C(=O)CC[C@]2(C(=O)N3CCCCC3)CCCC[C@@H]12	21%
COc1cc(-c2noc(CN3CCN(c4ccccc4)CC3)n2)cc(OC)c1OC	14%
Cc1ccc(SCc2nc(-c3ccc(C(=O)NCc4ccccc4Cl)cc3)oc2C)cc1	i
CC(C)C[C@H](NC(=O)Cn1nc2c(cc1=O)CCCCC2)C(=O)O	-8%
CC(C(=O)N1CCCC1)N1C(=O)COc2ccc(C(=O)COc3ccc(Cl)cc3)cc21 (stereo unspecified)	-2%
OCc1ccc(CN(Cc2ccc(CO)o2)C2(Cc3cc(-c4ccccc4)on3)COC2)o1	9%
Cc1ccc2c(c1)c1c(c(=O)n(-c3ccccc3C)c(=O)n1CC(=O)NCc1ccccc1)n2C	?
COc1cccc(CC(=O)NCc2nnc3c(-c4nc(C)no4)cccn23)c1	i
COc1cccc(CCC(=O)NC2CCN(c3cc(C(F)(F)F)nc(C)n3)CC2)c1	?
COCC(=O)N(C1CCOCC1)C1CCN(C(=O)c2cccc(OC)c2)CC1	i
COCC1CN(C2CCC2)CC12CCN(C(=O)c1ccc(F)c(F)c1)CC2 (stereo unspecified)	?

An excerpt from above in order of heavy-atom count, lowest first.
SMILES	Pf Dd2 growth
O=C1NCCN1C1CCN(Cc2cncs2)CC1	2%[44.1 µM]
CN1C(=O)CC[C@]2(C(=O)N3CCCCC3)CCCC[C@@H]12	21%
CC(C)C[C@H](NC(=O)Cn1nc2c(cc1=O)CCCCC2)C(=O)O	-8%
CN1CCC(NC[C@H]2Cn3c(-c4ccc(F)cc4)cnc3CO2)CC1	?
COCC(=O)N(C1CCOCC1)C1CCN(C(=O)c2cccc(OC)c2)CC1	i
COc1cccc(CCC(=O)NC2CCN(c3cc(C(F)(F)F)nc(C)n3)CC2)c1	?
Cc1ccc(SCc2nc(-c3ccc(C(=O)NCc4ccccc4Cl)cc3)oc2C)cc1	i

The list goes on:
SMILES	Pf Dd2 growth
COc1ccc(-c2ccnc(N[C@H]3CO[C@H]4[C@@H]3OC[C@@H]4NS(=O)(=O)c3ccc4ccccc4c3)n2)cc1	i
CCc1cc(C(=O)N2CC[C@@H]3[C@@H](CCC(=O)N3CCc3cnc[nH]3)C2)n[nH]1	-10%
CCN(CC)Cc1cnc2c(C(=O)NCc3cnn4cccnc34)cnn2c1	-21%
CCN(CC)CCCNC(=O)Cn1nc(N2CCN(c3ccccc3OC)CC2)ccc1=O	63%[activator]
Cc1ccc(Cl)cc1NC(=O)c1ccc2snnc2c1	21%
COC1CCC12CCN(C(=O)Cc1cccnc1)CC2 (stereo unspecified)	-3%
O=C(/C=C/c1ccccc1)Nc1cc(-c2nc3ccccc3o2)ccc1Cl	15%
Cc1ccc(NC(=O)[C@@H](c2ccccc2)N2Cc3ccccc3C2=O)cc1F	-14%
CN1C(=O)Cc2cc(C(=O)NC3CCN(Cc4ccccc4)CC3)ccc21	?
CCc1ccc(C(=O)N2CCC3(CC2)N=C(c2cccc(Br)c2)NO3)cc1	-13%
COc1ccc(OC)c(NC(=O)c2cc(C3CC3)nc3c2c(C)nn3-c2ccc(C)cc2)c1	-28%
COc1cccc(CN2CCCCCCNC(=O)CC2)c1OC	-4%
CNC(=O)[C@@H]1C[C@@H](O)CN1C1CCN(C(=O)c2noc(C)c2Cc2c(C)noc2C)CC1	-7%
CCOC(=O)c1c(-c2ccc(C)cc2)csc1NC(=O)c1cc(-c2ccc(OC)cc2)on1	6%
O=C(Nc1ccc(Cl)cc1)c1nc2c(o1)CCN(Cc1ccc3cn[nH]c3c1)CC2	?
CCCNC(=O)c1cc2c(=O)[nH]c(-c3ccccc3)cn2n1	?
Cn1cc(C(=O)NCCc2ccccc2)c(=O)c2cc(S(=O)(=O)N3CCCCC3)ccc21	?
CC(C)n1c(C2CCNCC2)nn(C)c1=O	26%
O=C(CCn1ccc2cc(S(=O)(=O)N3CCCC3)ccc21)NCc1cccc(F)c1	-13%
COC[C@@H]1CN(S(=O)(=O)c2ccc(F)cc2F)C[C@H]1C(N)=O	?
CCc1cccc(C)c1NC(=O)CSc1nc2c(c(=O)[nH]1)CCC2	44%[activator]
O=C(c1ccc(CN2C(=O)NC3(CCOCC3)C2=O)cc1)N1CCSCC1	49%[activator]
O=C(NCc1cccnc1)C1CCC(=O)N1C1CCNCC1 (stereo unspecified)	15%
Cc1nc2scc(CC(=O)N3CCCC3)n2c(=O)c1-c1cc(C)n(-c2cccc(F)c2)n1	i
CC1CCCN(C(=O)Cc2cccn2-c2ccc(F)cc2)C1 (stereo unspecified)	?
CO[C@H]1[C@H](NC(=O)c2cc(=O)[nH]c(=O)[nH]2)c2ccccc2C12CCNCC2	-5%
O=[N+]([O-])c1ccc(O)c(-c2ccnc3cc(-c4ccccc4)nn23)c1	10µM*
CCNc1nccc(N2CCC(CC(=O)N3CCN(c4ccccc4F)CC3)CC2)n1	?
CCOc1ccccc1N(CC)C(=O)c1cc2ccc3cccnc3c2[nH]1	13µM*
C[C@@H]1CN(C(=O)c2cccnc2N(C)C2CCCCC2)C[C@@]1(O)C1CCC1	i
COc1cc(CN(C(=O)Nc2ccccc2)c2ccccn2)cc(OC)c1OC	24%
Cc1ccc2c(n1)N(C)[C@H](CO)CCN(CC1CCCCC1)C2	i
COc1ccc(S(=O)(=O)c2nnn(-c3ccc(C)c(Cl)c3)c2C)cc1	i
COc1ccc(NC(=O)Cn2c(=O)c3cccn3c3ccccc32)cc1Cl	21%
O=C(c1ccc(=O)[nH]n1)N1C[C@H]2OC(=O)N(CCCN3CCOCC3)[C@H]2C1	-11%
COc1ccc(-c2nc(Cn3c(-c4ccc(F)cc4)nc(C)c(CCO)c3=O)c(C)o2)cc1	-13%
CCOC(=O)c1c(NC(=O)c2ccc(Br)cc2)sc2c1CCCC2	1%
CCCCN1C(=O)C(CC(=O)NC2CCCC2)Sc2ncccc21 (stereo unspecified)	-1%
O=C(c1ccccn1)N1CC(=O)N(C2CCCCC2)CC(OCc2ccccc2)C1 (stereo unspecified)	-13%
Cc1ccc(CCNC(=O)c2sc3nc4n(c(=O)c3c2C)CCCC4)cc1	-23%
CC(C)Cc1cc(CC2(NCc3ccc(N(C)C)cc3)COC2)no1	-22%[44.1 µM]
COc1ccc(CNC(=O)Cc2c(C)c3c(cc(C)c4c(C)c(C)oc43)oc2=O)cc1OC	14%
COCc1nc2nc(-c3ccccc3)c(-c3cccc(NC(C)=O)c3)cc2n1C	?
CCOc1ccc(CNC(=O)c2sc3nc(C)cc(C)c3c2-n2cccc2)cc1	-7%
Cc1noc(C)c1-c1cc2c(cc(C)n2C)c(NC2CCN(C)CC2)n1	i
CC(C)c1ccc(NC(=O)N2CCN(c3ccc(Cl)c(Cl)c3)CC2)cc1	4%
O=C(NCc1ccc(Cl)cc1)c1ccc2cc[nH]c2n1	-8%[44.1 µM]
CNC(=O)c1cccnc1N1CC2CC(C1)[C@H]1CCCC(=O)N1C2 (stereo partly specified)	12%
Cn1c(CCC(=O)N2CCCOCC2)nc2cc(S(=O)(=O)N3CCCC3)ccc21	1%
CCOC(=O)C1CCN(C(=O)c2cc(Cn3nc(C)cc3C)[nH]n2)CC1	-18%
CCc1ccc(C(=O)c2cn(CC(=O)Nc3cc(C)ccc3C)c3nc(C)ccc3c2=O)cc1	?
CN(CC1(c2ccccc2)CC1(C)C)C(=O)c1cc(COc2c(F)cccc2F)on1 (stereo unspecified)	-3%
Cn1nc(-c2ccccc2F)c2cc(C(=O)N3CCN(c4ccccc4F)CC3)sc21	25%
NCc1cccc(-c2cncnc2)c1	6%[44.1 µM]
COc1ccc(CNC(=O)c2ccc3c(O)c(S(=O)(=O)c4ccccc4)c(=O)[nH]c3c2)cc1	-18%
Cc1cc(F)ccc1S(=O)(=O)NCC(c1ccco1)S(=O)(=O)c1cccs1 (stereo unspecified)	61%[activator]
Cc1ccc(C)c(Cn2c(SCC(=O)NCc3ccccc3)nc3ccccc32)c1	?
O=C1CC(c2ccccc2)N(C(=O)CNC(=O)C2CCCC2)CCCCCCN1 (stereo unspecified)	7%
COc1ccc(CNC(=O)Cn2nc3c(cc2=O)CCCC3)cc1	43%[activator]
Cc1nn(-c2ccccc2)c(C)c1S(=O)(=O)N[C@@H]1[C@@H](N)[C@H]2CCO[C@H]21	-9%

Following part.
SMILES	Pf Dd2 growth
COc1ccc(Br)cc1CNC(=O)Cn1c(=O)c2cccn2c2ccc(F)cc21	21%
COc1ccc(OC)c(NC(=O)N2CCC(N3CCN(Cc4ccc(F)cc4)C(=O)C3=O)CC2)c1	-5%
CCOC(=O)C(C)Oc1cccn2c(=O)c(-c3cc(C)n(-c4ccc(Cl)cc4)n3)c(C)nc12 (stereo unspecified)	?
Cc1cn2c(=O)cc(COC(=O)c3ccc(NC(=O)COc4ccccc4C)cc3)nc2s1	65%[activator]
Cc1ncc(CN2CCCC2C(=O)Nc2ccc(-c3cccc(F)c3)cc2)[nH]1 (stereo unspecified)	-15%
CCNc1nc2c(s1)C(c1cccc(F)c1)CC(=O)N2 (stereo unspecified)	-19%
Cc1cc(C(=O)N2CC(N(CC(C)C)C3CCOCC3)C2)nn1C	?
CC(=O)N1c2ccc(S(=O)(=O)N3CCCCCC3)cc2CC1C(=O)NCc1ccccc1F (stereo unspecified)	-11%
